# From PubChem BioAssay
# ATXN2 expr inh – ATXN2 expression inhibition; HEK-293 ATXN2-luciferase reporter, luminescence, 24 h; Potency, µM (titrated, usually from 57 µM), for the others: top-dose activity change, negative = inhibition, actives largely listed as inhibitors; hit rate 0.72% among 360,000; AID 1745845; also: % is scaled to controls: 0 for no effect and ±100 for the full control effect; nearly all actives have a fitted effect of over 55% in size
#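 qHTS (up to 57 uM final) was run with 24 h compound exposure of reporter cells at 37 °C. Each well was multiplexed: SteadyGlo luminescence measured ATXN2-luciferase expression after a fluorogenic Gly-Phe-AFC viability readout (25 uM final).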
# S2 tox – viability counter-screen for ATXN expression inhibitors; Potency, µM (series often up to 56.7 µM), most hits filed as cytotoxic; AID 651635; S2 cells (HEK-293 line with an ATXN2-luciferase reporter) viability, CellTiter-Fluor protease fluorescence, 24 h; hit rate 0.49% among 400,000; also: nearly all actives have a fitted effect of over 40% in size
# Nrf2 block – Nrf2 pathway inhibition; A549 ARE-Fluc reporter, luciferase luminescence, 18-24 h; Potency, µM (top dose mostly 46 µM), for inactives: at the highest dose activity change, negative = inhibition, most hits filed as inhibitors; hit rate 2.1% among 360,000; AID 504444; also: % is scaled to controls: 0 for no effect and ±100 for the full control effect; nearly all actives have a fitted effect of over 60% in size
#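 In this cell-based qHTS, ARE-driven firefly luciferase in A549 cells reports Nrf2 activity; the luminescent signal after BugLite lysis is the measured value, with a prior CellTiter-Fluor read for cell health.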
# A549 viability – counter-screen for Nrf2 inhibitors: cytotoxicity in A549 cells. A549 ARE-Fluc cells, CellTiter-Fluor viability, 18-24 h. Potency, µM (top dose mostly 46 µM), for inactives: top-dose activity change, negative = cytotoxicity, hits mostly inhibitors. hit rate 0.16% among 390,000. AID 504648; also: % is scaled to controls: 0 for no effect and ±100 for the full control effect
#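 A549 ARE_Fluc cells in 5% FBS OPTI-MEM were exposed to compounds in concentration-response for 18-24 h at 37 deg C. Viability was read by CellTiter-Fluor fluorescence (Ex 405/Em 525) after 30 min, before the luciferase read.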
# Nrf2 ARE act – activates Nrf2 signaling | AREc32 ARE-luciferase reporter (MCF7-derived line), luminescence, 24 h | Potency, µM (top dose mostly 46.1 µM), for inactives: at the highest dose activation, hits mostly activators | hit rate 0.31% among 410,000 | AID 624171; also: % of control where 0% means no effect; nearly all actives have a fitted effect of over 65% in size
#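 AREc32 cells carrying an ARE-driven firefly luciferase reporter were seeded at 1000 cells/well in OPTI-MEM with 5% FBS, then exposed to compound for 24 hr at 37 deg C. Luminescence was read with Steady-Glo after 30 min at RT.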
# MCF10A rereplic – inducers of DNA re-replication in MCF 10A breast cells | MCF 10A DNA re-replication, Hoechst nuclear intensity, 48 h | Potency, µM (top dose mostly 46.1 µM), for the others: top-dose activity, positive = re-replication, usual class: activators | hit rate 2.9% among 350,000 | AID 624296; also: % of control where 0% means no effect; nearly all actives have a fitted effect of over 50% in size
# HepG2 tox – HepG2 cytotoxicity, counter-screen for TGF-b inhibitors; HepG2 CAGA-GFP viability, ATP luminescence, 18 h; Potency, µM (top dose mostly 46.1 µM), for inactives: top-dose activity change, negative = cytotoxicity, most hits filed as cytotoxic; hit rate 0.76% among 410,000; AID 588856; also: some results filed as inactive show a strong effect at the top dose
#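 CellTiter-Glo luminescence gave cytotoxicity after 18 hours at 37 degrees C. The cells were HepG2 CAGA-GFP in 1% FBS DMEM, stimulated with 500 pg/mL TGF-beta after compound addition. %Activity was normalised to no-cell wells (complete cell-killing) and DMSO (no toxicity), and curves were fitted and classified.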
# TGFb SMAD3 inh – inhibitors of TGF-b signaling | HepG2 CAGA-GFP TGF-b/SMAD3 reporter, GFP fluorescence, 18 h; TGF-beta stimulated, 500 pg/mL final | Potency, µM (doses to about 46.1 µM), for the others: top-dose activity, negative = inhibition, usual class: inhibitors | hit rate 1.2% among 410,000; also: % is scaled to controls: 0 for no effect and ±100 for the full control effect; nearly all actives have a fitted effect of over 65% in size
#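 HEPG2 CAGA-GFP reporter cells (1000/well, DMEM with 1% FBS) received compounds, then recombinant TGF-beta at 500 pg/mL final for 18 hours at 37 degrees C. Per-cell GFP summed per well was normalised to unstimulated and stimulated DMSO controls before curve fitting.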
# EPAC2 antag – EPAC2 (human) antagonism; EPAC2 GEF exchange of Rap1B-BODIPY-GDP, fluorescence; Potency, µM (titrated, usually from 114 µM), inactives show top-dose activity, negative = inhibition, hits mostly inhibitors; hit rate 0.18% among 360,000; also: % is scaled to controls: 0 for no effect and ±100 for the full control effect; nearly all actives have a fitted effect of over 45% in size; many of its hits are not listed in these tables
# Target sequence (Q8WZA2 whole entry, looked up): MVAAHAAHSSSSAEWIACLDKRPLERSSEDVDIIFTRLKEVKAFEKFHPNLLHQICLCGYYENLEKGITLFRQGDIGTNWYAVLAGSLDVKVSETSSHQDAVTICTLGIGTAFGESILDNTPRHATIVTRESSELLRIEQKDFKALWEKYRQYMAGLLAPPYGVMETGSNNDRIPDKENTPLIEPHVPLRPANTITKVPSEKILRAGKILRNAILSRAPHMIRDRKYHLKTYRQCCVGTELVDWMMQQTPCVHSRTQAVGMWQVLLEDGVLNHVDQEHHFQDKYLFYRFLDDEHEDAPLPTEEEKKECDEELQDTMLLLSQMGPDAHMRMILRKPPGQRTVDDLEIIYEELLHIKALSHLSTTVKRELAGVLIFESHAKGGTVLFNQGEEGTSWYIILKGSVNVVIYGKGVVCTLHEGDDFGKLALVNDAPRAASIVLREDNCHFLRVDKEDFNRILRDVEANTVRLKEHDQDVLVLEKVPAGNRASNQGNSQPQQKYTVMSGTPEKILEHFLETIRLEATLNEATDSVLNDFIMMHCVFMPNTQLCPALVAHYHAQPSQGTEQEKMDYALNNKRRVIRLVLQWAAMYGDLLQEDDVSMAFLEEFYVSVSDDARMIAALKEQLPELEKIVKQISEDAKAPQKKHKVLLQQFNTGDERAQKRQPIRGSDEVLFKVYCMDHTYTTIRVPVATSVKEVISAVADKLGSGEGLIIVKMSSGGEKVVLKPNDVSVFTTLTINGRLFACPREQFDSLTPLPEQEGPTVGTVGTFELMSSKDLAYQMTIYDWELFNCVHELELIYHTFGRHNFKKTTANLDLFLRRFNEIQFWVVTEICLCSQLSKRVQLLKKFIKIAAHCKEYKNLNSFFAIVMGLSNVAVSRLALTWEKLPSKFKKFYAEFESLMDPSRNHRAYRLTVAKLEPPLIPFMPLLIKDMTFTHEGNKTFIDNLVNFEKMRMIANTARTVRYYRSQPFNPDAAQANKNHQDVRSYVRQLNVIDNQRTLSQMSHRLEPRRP
# An asterisk follows results filed as active; i = inactive; ? = inconclusive; . = no result given; & = joins results of further samples; [ ] = another dose, or the depositor's remark. Calls follow the shape of the dose curve; as a rule, active = well fitted curve in the direction sought with a large enough effect; inconclusive = small, poorly fitted or top-dose-only effect, or another doubt; inactive = no such curve, though single readings can be large; an effect the other way counts as inactive or inconclusive. Potency is read from the fitted curve at half-maximal effect.
SMILES,ATXN2 expr inh,S2 tox,Nrf2 block,A549 viability,Nrf2 ARE act,MCF10A rereplic,HepG2 tox,TGFb SMAD3 inh,EPAC2 antag
CC(C)N(Cc1ccccc1)C(=S)NC1CCCCC1,3%,i,?,1%,-0.4%,-3%,1%,-17%,-6%
Cc1ccc(Cl)cc1NC(=O)Cn1c(=O)n(CCC(=O)NCc2ccc3c(c2)OCO3)c(=O)c2sccc21,.,.,-16%,2%,4.2%,.,-8%,?,.
CCc1ccccc1NC(=O)c1cc2nc(-c3ccc(OC)c(OC)c3)cc(C(F)(F)F)n2n1,13%,i,2%,-3%,-0.9%,.,4%,25%,.
Cc1ccc(C)c2sc(NC(=O)c3ccc(S(=O)(=O)N4CCCC4)cc3)nc12,2%,i,.,9%,5.3%,.,-17%,45%,.
O=C(Nc1nnc(-c2ccc3c(c2)CCCC3)o1)c1ccc(Cl)cc1Cl,?,40µM*,?,-12%,1.3%,?,-4%,?,0%
O=C(CSc1nc2ncc(Cl)cc2[nH]1)NCCc1ccc(F)cc1,.,i,-6%,1%,0.6%,2%,7%,-8%,1%
Cn1cccc1/C=N/NC(=O)c1ccn[nH]1,5%,i,?,-3%,2.2%,-5%,7%,12%,1%
COc1cccc(Cc2nc3ccccc3nc2SCC(=O)N2CCc3ccccc32)c1,.,.,.,-11%,-0.2%,.,0%,-14%,.
O=C(CN1CCc2cc3c(cc2C1)OCCCO3)Nc1ccccc1,-30%,i,?,4%,2.9%,46%,-7%,21%,5%
CCSc1nnc(NC(=O)[C@H](C)N2C(=O)C3CC=CCC3C2=O)s1 (some centres undefined),16%,i,3%,-2%,-1.3%,1%,8%,14%,6%
CCCn1c(O)c(N=Nc2ccc3ccccc3n2)c2ccccc21,92%[activator],i,?,?,3.6%,0%,9%,-6%,68%[activator]
CCN1C(=O)CC(NNC(=O)c2ccc(Cl)cc2)C1=O (centres undefined),.,.,-20%,-10%,-0.5%,-2%,-1%,3%,1%
CC(=O)Nc1ccc(NC(=O)C(OC(=O)c2ccccc2)C(OC(=O)c2ccccc2)C(=O)O)cc1 (centres undefined),.,i,1%,1%,0.0%,0%,-26%,9%,-6%
Cc1ccc(N(CC(=O)N2CCN(c3ccc(Cl)cc3)CC2)S(=O)(=O)c2c(C)noc2C)cc1,6%,i,?,4%,0.4%,.,-27%,?,.
COCCNC(=O)C1Cc2c(-c3ccc(NC(C)=O)cc3)ccnc2O1 (centres undefined),12%,i,.,.,0.1%,.,3%,55%[activator],1%
C=CCOc1ccc(/C=N/NC(=O)C(C)Sc2ccccn2)cc1OC (centres undefined),-9%,i,-7%,8%,0.8%,-4%,-4%,-31%,-3%
COC(=O)c1cc(C(=O)c2ccc(C(C)(C)C)cc2)c[nH]1,28%,i,?,-21%,3.9%,15%,-32%,-34%,-22%
CCC(=O)Nc1nnc(S(=O)(=O)N2CCCCCC2)s1,7%&7%,i,-5%&-1%,5%&-10%,0.1%&-0.3%,-3%,3%&2%,13%&1%,-5%
CCOc1ccc(C(=O)NNC(=O)CNC(=O)c2ccc(C)s2)cc1OC,6%,i,6%,1%,-0.8%,-1%,3%,12%,-5%
O=C(/C=C/c1ccc(Cl)cc1Cl)NC(=S)Nc1ccc(CN2CCOCC2)cc1,-22%,i,-28%,-13%,8.6%,?,-43%,?,0%
COc1ccc(NC(=S)NCCN2CCOCC2)c(OC)c1,5%,i,15%,15%,-0.6%,-2%,11%,25%,14%
O=C(COc1cccnc1[N+](=O)[O-])N1CCN(S(=O)(=O)c2ccccc2)CC1,-6%,i,-13%,1%,-0.4%[9.22 µM],1%,0%,-11%,1%
O=S(=O)(Nc1cccc(-c2ccc(N3CCCCC3)nn2)c1)c1cccs1,31%[activator],?,.,-1%,7.7%,.,-24%,-1%,.
C1CCCC(NC2=NCCO2)CCC1,.,?,5%,0%,-0.3%,-1%,8%,-8%,-6%
Cc1ccc(-n2nnc(-c3cc4ccccc4n3C)n2)cc1,54%[activator],i,?,?,7.4%,-6%,-15%,6%,-6%
CC1=NOC2(C1)/C(=N/O)CCC/C2=N\O (centres undefined),5%,i,.,9%,0.3%,-3%,10%,-7%,12%
O=C(Nc1nnc(C2=COCCO2)o1)c1cccc(C(F)(F)F)c1,-22%,?,-6%,-6%,?,?,1%,-6%,9%
O=C(/C=C/c1cccs1)NC1CCS(=O)(=O)C1 (centres undefined),19%,i,8%,-2%,-0.5%,-44%[inhibitor],7%,38%[activator],12%
O=C(COC(=O)c1ccccc1Br)Nc1cccnc1Cl,-4%,i,-2%,-6%,0.1%,-2%,-1%,11%,0%
CCN1CCCC1CNC(=O)c1cc2c(C)nc3ccccc3c2o1 (centres undefined),-7%,i,-21%,-16%,3.7%,16%,-26%,-22%,-1%
O=C(CCNC(=O)c1ccc(Cl)cc1)Nc1cccc(S(=O)(=O)N2CCCCCC2)c1,-10%,i,?,-17%,0.4%,-15%,-9%,2%,-8%
Cc1cccc(NC(=O)c2cc(=O)c3ccccc3o2)n1,0%,i,1%,-5%,2.1%,91%[0.0737 µM],8%,-15%,1%
CCOC(=O)c1c(S(=O)(=O)N2CCN(C3CCCCC3)CC2)c(C)n(C)c1C,?,?,24%,-14%,0.0%,7%,1%,-16%,0%
Cc1ccccc1CC1(CO)CCCN(C(=O)CCC(=O)c2ccccc2)C1 (centres undefined),-30%[11.3 µM],i,16%,4%,3.3%,17%,7%,-27%,-14%
O=Cc1cn(CC(=O)NCC2CCCO2)c2ccccc12 (centres undefined),5%,i,4%,-4%,-0.3%,4%,-9%,-8%,0%
CCN(C(=O)c1ccc(Br)o1)C1CCS(=O)(=O)C1 (centres undefined),6%,i,2%,-1%,-0.8%,-1%,2%,-15%,0%
OC(COC(c1ccccc1)c1ccccc1)CN1CCN(c2ccccn2)CC1 (centres undefined),-22%,i,-2%,-1%,4.7%,?,-16%,-21%,-13%
COc1ccc(S(=O)(=O)NCC2CCC(C(=O)NCc3cccnc3)CC2)cc1 (centres undefined),-20%,i,-1%,2%,0.0%,?,3%,0%,-3%
Cc1ccc(-c2nc3ccccc3s2)cc1NC(=O)c1ccc2c(c1)OCO2,6%,i,0%,-4%,3.2%,8%,-22%,-4%,-5%
CC1CCCC(C)N1C(=O)CN1C(=O)C(C)(C)Oc2ccc(C(=O)NC3CCCCC3)cc21 (centres undefined),26%,?,-3%,.,-0.5%,1%,-4%,0%,-1%

# By substructure: the entries above with a furan ring, fused or not.
SMILES,ATXN2 expr inh,S2 tox,Nrf2 block,A549 viability,Nrf2 ARE act,MCF10A rereplic,HepG2 tox,TGFb SMAD3 inh,EPAC2 antag
CCN1CCCC1CNC(=O)c1cc2c(C)nc3ccccc3c2o1 (centres undefined),-7%,i,-21%,-16%,3.7%,16%,-26%,-22%,-1%
CCN(C(=O)c1ccc(Br)o1)C1CCS(=O)(=O)C1 (centres undefined),6%,i,2%,-1%,-0.8%,-1%,2%,-15%,0%

# As entered above:
# Under HepG2 tox, CC1CCCC(C)N1C(=O)CN1C(=O)C(C)(C)Oc2ccc(C(=O)NC3CCCCC3)cc21 (centres undefined) has -4%
# Under Nrf2 ARE act, O=C(COC(=O)c1ccccc1Br)Nc1cccnc1Cl has 0.1%

# (continued)
SMILES,ATXN2 expr inh,S2 tox,Nrf2 block,A549 viability,Nrf2 ARE act,MCF10A rereplic,HepG2 tox,TGFb SMAD3 inh,EPAC2 antag
CC(C)c1ccc(-n2ccnc2SCC(=O)O)cc1,1%,i,-16%,-3%,-0.4%,-2%,1%,-12%,10%
CCCN1CCC2(CC1)NC(C(=O)O)Cc1c2[nH]c2ccccc12 (centres undefined),-13%,i,1%,-2%,0.2%,-1%,-15%,-8%,1%
O=C(COc1cccc(C(F)(F)F)c1)N1CCN(c2ccccc2O)CC1,-21%,i,8%,4%,2.2%,29%,10%,10%,-19%
O=C(CN1CCCCC1)Nc1nc(-c2ccc(Cl)cc2)cs1,3%,i,8%,6%,-0.2%,?,5%,0%,-1%
CCOC(=O)[C@H]1[C@H]2COc3ccc(Cl)cc3[C@@H]2N2C(=O)CN(Cc3ccc(C)cc3)C(=O)[C@@]12C,?,i,?,-7%,-0.5%,-5%,-1%,-22%,-10%
N=c1oc2cc(O)ccc2cc1C(=O)Nc1ccc(Cl)cc1,10%,.,-6%,0%,0.7%,1.6µM*,9%,11%,8%
CCOC(=O)C1CCN(C(=O)c2ccc3c(c2)OCO3)CC1,0%,i,12%,3%,-0.2%,-2%,-3%,0%,-1%
Cc1nc(-c2ccc(Cl)cc2)sc1CCNC(=O)C(=O)Nc1ccc(F)cc1F,23%,i,.,0%,7.1%,.,0%,-9%,.
Cc1cccc(NC(=O)CSc2nnc(C3CC3)n2CC2CCCO2)c1 (centres undefined),18%,i,11%,7%,-0.3%,-5%,9%,4%,3%
COc1ccc2oc(=O)c(C(=O)Oc3ccc(NC(C)=O)cc3)cc2c1,-12%,i,-4%,3%,0.1%,?,2%,2%,-4%
C[C@@H]1CCCCCCCCCCC1=O,-11%,i,-8%,1%,0.4%,11%,3%,-8%,0%

# 3 compounds drawn at random from those above, as already listed:
SMILES,ATXN2 expr inh,S2 tox,Nrf2 block,A549 viability,Nrf2 ARE act,MCF10A rereplic,HepG2 tox,TGFb SMAD3 inh,EPAC2 antag
COc1ccc2oc(=O)c(C(=O)Oc3ccc(NC(C)=O)cc3)cc2c1,-12%,i,-4%,3%,0.1%,?,2%,2%,-4%
C[C@@H]1CCCCCCCCCCC1=O,-11%,i,-8%,1%,0.4%,11%,3%,-8%,0%
CCCN1CCC2(CC1)NC(C(=O)O)Cc1c2[nH]c2ccccc12 (centres undefined),-13%,i,1%,-2%,0.2%,-1%,-15%,-8%,1%

# Only part of the results is shown (hit frequency here may not be typical).
